All columns: NCI-60 one-dose screen, growth in % after 48 h at 10 µM unless noted; 100 = growth as untreated, 0 = no growth, -100 = all killed.
OVCAR-3 = OVCAR-3 ovarian cancer | 79,000 tested, 7% active
U251 = U251 CNS tumor cells; AID 1794753; 80,000 tested, 5.4% active
OVCAR-8 = OVCAR-8 ovarian cancer. AID 1794782. 81,000 tested, 4.4% active
DU-145 = DU-145 prostate cancer. 81,000 tested, 4.2% active. AID 1794760
SF-268 = SF-268 CNS cancer cells; 82,000 tested, 3.1% active
SK-OV-3 = SK-OV-3 ovarian cancer cells; 80,000 tested, 3.2% active
OVCAR-5 = OVCAR-5 ovarian cancer | 82,000 tested, 2.9% active | AID 1794783
PC-3 = PC-3 prostate cancer cells. 80,000 tested, 3.9% active
OVCAR-4 = OVCAR-4 ovarian cancer cells; 80,000 tested, 3.7% active; AID 1794784
* marks the source's active call; other numbers are inactive results; / = not tested or not shown; & = joins results of further samples; [ ] = dose if it differs, or a comment. The calls were made as follows: active = growth percent below 10; inactive = the rest. Rows were taken by chance; 9.5% or so of the library scored in one or more.

The opening 2 records, ahead of the listing:
SMILES	OVCAR-3	U251	OVCAR-8	DU-145	SF-268	SK-OV-3	OVCAR-5	PC-3	OVCAR-4
Cc1ccc(S(=O)(=O)Oc2ccc([N+](=O)[O-])cc2[N+](=O)[O-])cc1	107	94	79	116	97	119	111	84	64
CSc1ncc2[nH]c(C(O)c3ccccc3)nc2n1 (stereo not given)	92	97	107	107	95	93	101	/	/

The whole of this part, from the start:
SMILES	OVCAR-3	U251	OVCAR-8	DU-145	SF-268	SK-OV-3	OVCAR-5	PC-3	OVCAR-4
Cc1ccc(S(=O)(=O)Oc2ccc([N+](=O)[O-])cc2[N+](=O)[O-])cc1	107	94	79	116	97	119	111	84	64
CSc1ncc2[nH]c(C(O)c3ccccc3)nc2n1 (stereo not given)	92	97	107	107	95	93	101	/	/
COc1cc2oc(-c3cccc(NC(=O)c4ccccc4)c3)cc(=O)c2c(OC)c1OC	84	84	61	85	72	104	100	53	82
O=C1Nc2ccc(Cl)cc2/C1=N/N=C(c1ccccc1)c1ccccc1	105	94	96	103	98	/	96	86	86
CCOC(=O)c1cc(-c2ccncc2)nc2c(Cl)cc(Cl)cc12	113	86	100	100	93	96	94	83	94
Cc1c(N2CCCCC2)[nH]c2ccccc12	125	101	105	120	117	118	124	71	142
O=C(N/N=C/c1ccccc1O)C(=O)Nc1ccc(F)cc1	28	34	39	47	49	59	65	55	27
O=C(Nc1ccccc1N1CCCC1=O)c1oc2ccc(F)cc2c1-c1cnn(-c2ccccc2)c1	72[50 µM]	63[50 µM]	20[50 µM]	69[50 µM]	40[50 µM]	56[50 µM]	88[50 µM]	40[50 µM]	58[50 µM]
O=C(Cc1c[nH]c2ccccc12)NC1=Nc2ccccc2C(=O)NN1	98	100	103	112	107	98	93	80	95
S=C(c1ccccc1)N1CCN(c2ccccc2)CC1	100	87	98	94	94	95	84	109	98
CCC(c1ccc(OC)cc1)C(CC)c1ccc(O)c(CN2CCOCC2)c1 (stereo not given)	97	92	95	100	99	98	/	73	81
CC(C)(C)n1cc(-c2ccnc(NCCCNS(=O)(=O)c3ccc(Cl)cc3)n2)c(-c2ccc(Cl)c(O)c2)n1	99	89	94	87	77	94	102	42	88
Cc1nc2cc(Nc3nc(Nc4ccc(F)cc4)nc(Nc4ncccn4)n3)ccc2n1Cc1ccccc1	90	87	91	96	89	97	101	/	80
O=C1/C(=C/c2cc(Br)cc(Br)c2)Cc2cc3c(cc21)OCO3	/	99	99	104	94	91	98	91	94
Cc1sc2nc3[nH]/c(=C\c4ccc(Cl)cc4)c(=O)n3c(=O)c2c1C	107	/	103	109	102	105	82	97	105
O=C(Oc1ccc(Cl)cc1)c1ccccc1	115	96	97	112	108	112	108	98	99
COc1cc(/C=C/C(=O)c2ccc(C)cc2)ccc1Oc1nc(NCCO)nc(N2CCOCC2)n1	75	35	76	87	66	96	84	31	81
CCCCCCCCCCCCCCCCCC1=Nc2ccccc2NC(=O)C1	117	/	98	120	100	87	93	82	99
CC(=O)c1ccc(NS(=O)(=O)c2ccc(-c3cnc(C4CC4)o3)cc2)cc1	/	97	94	105	97	104	99	88	96
COc1cc(NC(=O)CSc2nc3ccccc3c(=O)n2Cc2ccccc2)cc(OC)c1OC	110	76	46	96	87	73	102	102	100

Laid out differently: entries from further up.
Each structure is followed by: OVCAR-3	U251	OVCAR-8	DU-145	SF-268	SK-OV-3	OVCAR-5	PC-3	OVCAR-4
> CCOC(=O)c1cc(-c2ccncc2)nc2c(Cl)cc(Cl)cc12
  113	86	100	100	93	96	94	83	94
> Cc1c(N2CCCCC2)[nH]c2ccccc12
  125	101	105	120	117	118	124	71	142
> O=C(N/N=C/c1ccccc1O)C(=O)Nc1ccc(F)cc1
  28	34	39	47	49	59	65	55	27
> O=C(Nc1ccccc1N1CCCC1=O)c1oc2ccc(F)cc2c1-c1cnn(-c2ccccc2)c1
  72[50 µM]	63[50 µM]	20[50 µM]	69[50 µM]	40[50 µM]	56[50 µM]	88[50 µM]	40[50 µM]	58[50 µM]
> O=C(Cc1c[nH]c2ccccc12)NC1=Nc2ccccc2C(=O)NN1
  98	100	103	112	107	98	93	80	95
> S=C(c1ccccc1)N1CCN(c2ccccc2)CC1
  100	87	98	94	94	95	84	109	98

Next section.
SMILES	OVCAR-3	U251	OVCAR-8	DU-145	SF-268	SK-OV-3	OVCAR-5	PC-3	OVCAR-4
CCOC(=O)/C=C1/SC(=Nc2ccc(C)cc2)N(Cc2ccco2)C1=O	60	71	70	70	83	95	107	57	74
CCOC(=O)c1[nH]cc(C(=O)c2ccc(OC)cc2)c1-c1ccc(OC)cc1	103	94	97	93	85	92	106	88	110
O=c1[nH]nc(-c2cc(-c3ccccc3)nc3ccccc23)o1	96	/	98	103	93	104	96	92	95
Cc1nnc(NC(=O)Nc2ccc(S(N)(=O)=O)cc2)s1	109	107	101	108	100	107	103	106	108
COc1ccc(-c2ccc(SCC(=O)Nc3cccc(S(N)(=O)=O)c3)nn2)cc1	109	104	104	91	96	91	121	89	81
CNc1cccc(C)c1	101	93	95	97	98	99	105	95	102
COc1ccc(N=Nc2c(N)nn3c(-c4cc5cc(Br)ccc5oc4=O)ccnc23)cc1	25	-12*	20	37	23	17	33	45	32
N#Cc1ccc(C(=O)CSc2nccc(Nc3ccc(S(=O)(=O)Nc4ncccn4)cc3)n2)cc1	107	102	99	112	102	109	103	100	107
O=C(NCc1ccc(Cn2c(=O)sn(-c3ccccc3)c2=O)cc1)OCc1ccc2c(Cl)cc(Cl)c(O)c2n1	83	54	52	74	74	95	96	67	83
Cc1ccc(S(=O)(=O)Oc2ccc3c(ccn3C(=O)C34CC5CC(CC(C5)C3)C4)c2)cc1	93	89	101	107	87	/	99	97	94
CSc1nc(O)c(Nc2cccc(Cl)c2)c(=O)[nH]1	113	103	101	117	109	108	107	/	106
COc1cc2cc(Oc3ccc(NC(=O)Nc4ccccc4)cc3)c(C)nc2cc1OCCN1CCOCC1	87	75	77	92	100	118	121	67	56
COC(=O)c1nc(=S)[nH]c(C(=O)OC)c1C(=O)c1cccnc1	113	102	109	113	106	88	103	89	105
CC(O)(C(=O)O)C(c1ccccc1)c1ccccc1 (stereo not given)	113	108	97	112	92	104	97	102	124
O=CCCc1ccccc1	101	97	104	112	97	103	103	93	110
CCSc1nc(NC)c2cc(F)c(F)c(F)c2n1	99	74	82	94	77	89	85	82	83
Nc1cccc(-c2nc3sccn3c2-c2ccnc(NCCNS(=O)(=O)c3cccc(F)c3)n2)c1	96	94	91	105	93	104	113	86	83
COc1cc(/C=N/NC(=O)Cn2cnc3c(c(C)nn3-c3ccccc3)c2=O)ccc1O	111	106	101	111	94	101	94	87	102
COC(=O)C(C)CN1CCOCC1 (stereo not given)	108	106	134	115	109	103	98	96	105
c1csc(-c2cn3nc(-c4c[nH]c5ccccc45)sc3n2)c1	-8.0*	24	29	13	46	26	37	26	45

As entered above.
Result for CC(O)(C(=O)O)C(c1ccccc1)c1ccccc1 (stereo not given) under SF-268: 92
Result for O=C(Oc1ccc(Cl)cc1)c1ccccc1 under DU-145: 112

More compounds:
SMILES	OVCAR-3	U251	OVCAR-8	DU-145	SF-268	SK-OV-3	OVCAR-5	PC-3	OVCAR-4
CCOC(=O)c1ccccc1OC(=O)NNc1ccccc1	78	83	71	82	66	94	84	35	64
CS(=O)(=O)Nc1ccc(C(=O)/C=C2/C(=O)Nc3ccccc32)cc1	/	98	98	112	96	110	111	90	103
CCS(=O)(=O)c1ccccc1C(=O)NC	105	91	98	108	99	92	99	86	116
OCC(O)C(O)C(O)C(O)c1nc2ccccc2[nH]1 (stereo not given)	102&104	96&92	101&95	105&106	98&98	105&102	108&94	98&91	111&108
Cc1nnc(-c2cc3c(ccc4ccccc43)oc2=O)c2cn(-c3ccc(Cl)cc3)nc12	90	87	96	107	87	92	108	89	84
O=C(O)CCc1nc(-c2ccccc2)c(-c2ccccc2)o1	109	99	96	117	109	103	116	99	103
Oc1ccc(F)c2cccnc12	116	97	96	117	107	111	98	92	99
COC(=O)c1cccc(NC2=CC(=O)C(C)=C(C)C2=O)c1	8.1*	95	88	108	97	105	109	80	24
CC(=O)C1CCC2C3CCC4=CC(=O)CC4(C)C3CCC12C (stereo not given)	141	91	103	116	133	105	79	82	232
Cc1[nH]c(C(=O)OCc2cn(CCCCNC(=O)COc3cccc4c3C(=O)N(C3CCC(=O)NC3=O)C4=O)nn2)c2c1C(=O)CCCC2 (stereo not given)	104	98	95	109	100	92	106	/	80
CCCCCCCCCCCCOc1ccc(/C(=N\N=C(N)N)c2ccccc2)c(O)c1	119	119	108	105	107	119	97	97	124
CC1(CSc2ccccc2)CC(=O)N1 (stereo not given)	114	94	94	112	103	108	104	99	102
CN(Cc1ccccc1)c1nc(Cl)c(C2CC(c3ccccc3)=NN2c2ccccc2)s1 (stereo not given)	105	90	91	102	87	85	104	83	89
Clc1cccc(N=Cc2ccc(Cl)cc2Cl)c1	91	88	89	96	91	91	104	105	107
CC(=O)Nc1ccc(/C=N\NC(=O)N/N=C/c2ccc(NC(C)=O)cc2)cc1	108	107	106	112	102	97	103	91	/
CC(C)NO	103	108	106	105	95	103	100	109	99
CC(=O)OC[C@@]1(C)C2CC[C@]3(C)C(CC=C4C5CC(C)(C)CC[C@]5(C(=O)Nc5ccc(F)cc5)CC[C@]43C)[C@@]2(C)C[C@@H](OC(C)=O)[C@@H]1OC(C)=O (stereo not given in full)	42	40	36	47	57	45	79	35	30
CCCCn1c(=O)c(C2=NC(c3ccc(Cl)cc3)=C2)cc2cc(Cl)ccc21	95	95	81	97	83	97	89	87	104
COc1cccc(C(=O)N2CCc3ccccc32)c1OC	106	93	99	103	92	105	98	81	99
O=C(Nc1cccc2c1C(=O)c1cccc(Cl)c1C2=O)c1ccccc1	95	121	108	78	91	90	117	73	101
CCCCN(CCCC)c1ccc(C(=NC(C)CCCN(CC)CC)c2ccc(N(C)C)cc2)cc1 (stereo not given)	-48*	-80*	-49*	21	-43*	-71*	-6.5*	-42*	-13*
NC(=O)c1c(NC(=O)c2ccc(C(F)(F)F)cc2)sc2cc(O)ccc12	92	87	90	93	87	102	104	73	70
CNCC(OC)c1ccc(O)c(O)c1 (stereo not given)	113	109	97	124	103	125	80	/	115
C=CCC(N)C(=O)O (stereo not given)	128	107	109	118	112	108	102	99	102
Cc1ccc(C(=O)c2ccc(CC(=O)N/N=C/c3cc4ccccc4[nH]3)n2C)cc1	102	90	94	107	96	88	99	89	81
CCCCC(CC)C(=S)N1CCOCC1 (stereo not given)	115	97	106	108	101	106	102	91	110
CC(C)c1nc(SCC(=O)c2ccccc2)nc(Nc2ccc(S(N)(=O)=O)cc2)c1C#N	/	103	97	110	112	94	104	98	106
Cc1ccc(C(C)C)c(OCC(CC(C)(C(=O)OC2C(O)C(C(C)C)C=CC2(C)C)C(C)C)C2=CC(O)C(C(C)C)CC2)c1 (stereo not given)	110	100	101	109	99	107	94	97	105
c1cnc2[nH]cc(-c3csc(-c4cn(CCCN5CCCCC5)c5ccccc45)n3)c2c1	60	10	70	67	59	94	93	35	76
COc1ccccc1-c1cc(=O)c2c(OC)c3ccoc3cc2o1	91	94	79	101	93	106	96	71	104
c1ccc(-c2nc3cnccn3c2NCCN2CCOCC2)cc1	96	96	94	100	92	87	99	92	97
O=c1c2cccc(Cl)c2sc2c(Cl)nc3ccccc3c12	101	105	101	102	92	100	89	89	95
CCN(CC)CCn1c2ccc(O)cc2c2sc3cc(O)ccc3c(=O)c21	41	29	31	44	42	49	54	31	47
CCOC(=O)CSCC(C)C(=O)OC (stereo not given)	103	99	102	111	99	112	95	97	113
CC(C)(C)C(=O)C(Oc1ccc(Cl)cc1)n1ccnc1 (stereo not given)	100	91	96	121	111	97	108	81	82
CC(=O)c1ccc(Nc2nc(SCC(C)C)nc(-c3ccccc3)c2C#N)cc1	122	32	70	107	72	80	109	104	103
Fc1ccc(/C=N/Nc2ncnc3sc4c(c23)CCN(Cc2ccccc2)C4)cc1	67	45	56	56	50	54	80	40	44
COC(=O)/N=c1\cc(N2CC=CCC2)nc(N)n1O	107[100 µM]	103[100 µM]	104[100 µM]	110[100 µM]	102[100 µM]	115[100 µM]	116[100 µM]	98[100 µM]	103[100 µM]
O=S(=O)(O)c1cc(O)ccc1O	117	102	98	115	107	104	109	102	106
OC(COc1cccc2ccccc12)CN1CCN(c2ccccc2)CC1 (stereo not given)	105	96	100	109	103	94	102	/	92
Nc1ncnc(N)c1NC(=O)c1ccc(OCc2ccccc2)cc1	110	102	102	111	104	102	106	106	107
O=c1[nH]cnc2c1C(c1ccc(Br)cc1)c1sc3c(F)cccc3c1O2 (stereo not given)	107	96	95	100	92	117	91	83	95
CCc1ccc(Oc2c(-c3ccc(OCc4ccc(Cl)cc4)cc3O)nn(C)c2C(F)(F)F)cc1	-21*	1.2*	/	15	13	-6.9*	13	-6.5*	13
Cn1cc(-c2cnn3c(N)c(Br)c([C@@H]4CCCNC4)nc23)cn1	60	61	51	37	60	38	57	43	61
O=[N+]([O-])c1ccc2c(c1)-c1ccccc1C2	101	102	108	111	93	108	98	103	77
CN(C(=O)CCC(=O)N(C)c1ccccc1)c1ccccc1	106	96	101	108	100	111	97	93	104
CC(C)NC1(C#N)CCN(Cc2ccccc2)CC1	105	103	104	102	83	104	89	96	99

Compound activity deposited in PubChem by NCI.
